Screening results from PubChem BioAssay.
LDHA block – blocks human lactate dehydrogenase A | purified LDHA, NADH/diaphorase-resazurin fluorescence; active compounds read low | actives 0.15% (n = 480,000) | activity change, % (values are at about 110 or 230 µM); in the data active means activity change below about -30%; inconclusive means mostly about -25% to -30%;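 further: plate controls were DMSO wells for no effect and wells without enzyme for full effect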
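Resorufin fluorescence (ex540/em590), read at 0 and 20 min after diaphorase/resazurin addition, reports the NADH left after a 5 min room-temperature reaction of 2 nM human LDH5 with 0.06 mM NADH and 0.2 mM pyruvate.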
D2 ag – activates the human D2 dopamine receptor | P14416 | HEK293 T-REx D2 cells, calcium flux agonist mode | activation, % at 2 µM | actives 0.53% (n = 340,000) | AID 485358;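 active means activation over 3 SD above normal in the single-dose calcium agonist read, cut at about 30% in these data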; further: 0% is about no effect
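Agonism is scored from calcium flux in a force-coupled, inducible HEK293 cell line expressing D2, read kinetically for 180 s after compound addition against dopamine controls.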
D2 antagonist – D2 dopamine receptor (human) antagonism; P14416; HEK293 TREx D2 cells, calcium flux, dopamine EC80; inhibition, % at 10 µM; AID 485344; actives 2% (n = 340,000); in the data active means inhibition above about 30%; further: 0% is about no effect
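Tetracycline-induced HEK293 T-REx cells expressing D2 force-coupled to calcium signalling were dye-loaded, exposed to compound for 180 s, then challenged with an EC80 of dopamine; calcium flux was followed kinetically for a further 180 s.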
RGS4 inhibitor – inhibitors of human regulator of G protein signaling 4 | P49798 | Transcreener GDP fluorescence polarization, RGS4-accelerated GTP hydrolysis | Potency, µM (series often up to 114 µM), for the others: at the highest dose activity change, negative = inhibition, usual class: inhibitors | actives 0.039% (n = 390,000); further: potency means the concentration at half of the fitted maximal effect; on the % scale 0 is the no-effect control and ±100 the full control effect; nearly all actives have a fitted effect of over 75% in size; some results filed as inactive show a strong effect at the top dose
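MLSMR compounds (23 nl, pin-transferred) preincubated 10 min at room temperature with a 500nM (2x) first reagent, then RGS4 at 900nM (2x) plus Transcreener GDP mix added; fluorescence polarization (620/688 nm) read before and after 90 min at 30 °C.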
ERG-DNA inh – inhibitors of human ERG Ets domain-DNA interaction. actives 0.028% (n = 370,000). P11308. fluorescence polarization, His-ERG Ets domain / labelled DNA. Potency, µM (top dose mostly 76.9 µM), inactives show top-dose FP activity, negative = inhibition, actives largely listed as inhibitors. AID 624246; active means well fitted inhibition curve with a large enough effect in the polarisation, with a control signal flat; inconclusive means small, poorly fitted or top-dose-only effect, or effect the other way, or a change in a side signal; inactive means no such curve, though single readings can be large or run the other way; the % refers to the polarisation;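 further: polarization taken with two DNA probes labelled with fluorescein and Texas red; potency means the concentration at half of the fitted maximal effect; % of control where 0% means no effect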
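His-tagged ERG Ets domain (1 uM in the protein solution; 300mM KCl, 50mM Tris-HCl, 1mM EDTA, 1mM DTT, pH 7.5) received compound, then a probe mix of 5 nM fluorescein-DNA and 100nM Texas-615-DNA. Fluorescence polarization was read for both dyes.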
GRP78 ERSR act – inducers of ER stress response in human glioma cells; U87-MG GRP78 promoter luciferase reporter, 16 h; Potency, µM, without a hit: top-dose activation, most hits filed as activators; actives 0.02% (n = 420,000); AID 602332; further: potency means the concentration at half of the fitted maximal effect; series mostly up to about 76 µM; % of control where 0% means no effect; nearly all actives have a fitted effect of over 35% in size
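ERSR induction read as luciferase luminescence (Bright-Glo, 10 min at room temperature) in stably transfected human U87-MG glioma cells exposed to compounds for 16 h, using GRP78 as sensor.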
Vif-A3G inh – inhibitors of Vif-APOBEC3G interaction | Q9HC16 | HeLa A3G-eYFP + Vif (tagged APOBEC3G with the HIV-1 protein that degrades it), YFP fluorescence, overnight | Potency, µM (titrated, usually from 46.1 µM), for inactives: at the highest dose activity, negative = active, actives largely listed as inhibitors | actives 0.076% (n = 410,000) | AID 602310;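 further: potency means the concentration at half of the fitted maximal effect; on the % scale 0 is the no-effect control and ±100 the full control effect; nearly all actives have a fitted effect of over 60% in size; hits raise eYFP signal because A3G escapes Vif-driven loss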
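Read-out is eYFP fluorescence (Ex 488/Em 500-530) from Vif-expressing HeLa A3G-eYFP cells; more signal means A3G escaped Vif-mediated degradation. Cells plated overnight, compound pinned in, incubated overnight at 37 deg C.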
12-LOX inh – blocks human arachidonate 12S-lipoxygenase; AID 1671190; actives 1.1% (n = 580,000); Potency, µM (titrated, usually from 108 µM), without a hit: at the highest dose activity change, negative = inhibition, actives largely listed as inhibitors; purified 12hLO, xylenol orange hydroperoxide absorbance; P18054; further: potency means the concentration at half of the fitted maximal effect; on the % scale 0 is the no-effect control and ±100 the full control effect
Target sequence (P18054 whole entry, looked up): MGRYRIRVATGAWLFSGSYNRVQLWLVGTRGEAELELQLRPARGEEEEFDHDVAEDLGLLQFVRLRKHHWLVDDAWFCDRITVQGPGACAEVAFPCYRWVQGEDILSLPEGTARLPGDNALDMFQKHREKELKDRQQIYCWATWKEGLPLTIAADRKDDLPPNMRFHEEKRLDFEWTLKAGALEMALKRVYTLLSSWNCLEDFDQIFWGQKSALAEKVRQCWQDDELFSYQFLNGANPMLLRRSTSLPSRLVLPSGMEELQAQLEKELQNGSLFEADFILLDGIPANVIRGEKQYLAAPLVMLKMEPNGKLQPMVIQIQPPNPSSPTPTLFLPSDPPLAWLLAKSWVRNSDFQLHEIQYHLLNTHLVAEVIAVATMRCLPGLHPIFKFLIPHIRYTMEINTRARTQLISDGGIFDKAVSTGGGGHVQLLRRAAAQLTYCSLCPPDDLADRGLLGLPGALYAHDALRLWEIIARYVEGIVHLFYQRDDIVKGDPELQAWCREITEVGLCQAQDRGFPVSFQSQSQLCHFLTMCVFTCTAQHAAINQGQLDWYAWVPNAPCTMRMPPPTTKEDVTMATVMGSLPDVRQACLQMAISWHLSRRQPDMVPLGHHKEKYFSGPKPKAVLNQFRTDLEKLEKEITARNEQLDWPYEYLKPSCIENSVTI
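Purified human 12hLO (150 nM final) in 25 mM Hepes, 0.01% Triton X-100, pH 7.0 was preincubated 15 min at room temperature with compound. Then 40 uM arachidonic acid was added, 30 min. Hydroperoxide was read by Fe-XO absorbance ratio 573/405 nm.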
Vif-APOBEC3F blk – Vif-A3F binding inhibition | HeLa A3F-eYFP + Vif (tagged APOBEC3F with the HIV-1 protein that degrades it), YFP fluorescence increase | Potency, µM (highest dose often 46.1 µM), for the others: at the top dose activity, negative = active | actives 0.2% (n = 390,000); further: potency means the concentration at half of the fitted maximal effect; % of control where 0% means no effect; nearly all actives have a fitted effect of over 65% in size
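HeLa cells stably expressing Vif plus C-terminally eYFP-tagged A3F were seeded, incubated overnight at 37 deg C, dosed with compound, incubated overnight again at 37 deg C. Yellow fluorescence (Ex 488/Em 500-530) reported blocked Vif-mediated A3F-eYFP degradation.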
* marks the source's active call; other numbers are inactive results; ? = inconclusive; & = joins results of further samples. Unless noted, the call rests on the fitted dose curve; in most records, active means well fitted curve in the direction sought with a large enough effect; inconclusive means small, poorly fitted or top-dose-only effect, or another doubt; inactive means no such curve, though single readings can be large; an effect the other way counts as inactive or inconclusive. Only part of the results is shown; rates above refer to the full screens.

SMILES	LDHA block	D2 ag	D2 antagonist	RGS4 inhibitor	ERG-DNA inh	GRP78 ERSR act	Vif-A3G inh	12-LOX inh	Vif-APOBEC3F blk
CC[C@@H]1C(=O)OC[C@@H]1Cc1cncn1C	4&-7	3.4&-2.1&-1.1	23&25&15	-3%&26%	-14%&-7%	1%&-3%	-5%&-3%	?	9%&-1%
